SIAE primary – human SIAE inhibition, primary screen; SIAE FP-Rh probe binding, fluorescence polarization; 370,000 compounds, 0.69% hits; inhibition, % at 9.66 µM; AID 1053197; Q9HAT2;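 active means inhibition above a cutoff: mean of compounds within the control limits plus 3 SD of those, cut at about 17% in these data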;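 further: 0% = plate median of compound wells and 100% = probe without SIAE protein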
ARFGAP1 inh – rat ARFGAP1 inhibition; Arfgap1-stimulated ARF1 GTP hydrolysis, GDP FP detection; 360,000 compounds, 0.26% hits; inhibition, % at 16.5 µM; Q62848; AID 651572;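 active means inhibition above a per-plate limit, mean inhibition of low control wells plus 3 SD, cut at about 25% in these data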;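 further: 0% = DMSO wells with enzyme and 100% = wells lacking Arfgap1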
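system = rat Arfgap1 catalytic domain, aa 1-136 | technique = FP, GDP Alexa 633 tracer displaced from anti-GDP antibody, 620/688 nm | compound = one concentration, 16.5 µM, DMSO 1.26% | medium = HEPES-based buffer, pH 7.5 | timing = compound-enzyme preincubation 20 min, reaction 120 min, detection 60 min, 25 °C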
TDP2 inh – TDP2 (human) inhibition, absorbance primary screen. inhibition, % at 12.8 µM. O95551. recombinant TDP2, T5PNP hydrolysis, p-nitrophenol absorbance 415 nm. 370,000 compounds, 0.34% hits. AID 720702;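 active means inhibition above the mean of all tested compounds plus 3 SD, set per campaign, cut at about 25% in these data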;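 further: 0% = DMSO with enzyme and 100% = buffer with substrate but no TDP2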
Target sequence (O95551 whole entry, looked up): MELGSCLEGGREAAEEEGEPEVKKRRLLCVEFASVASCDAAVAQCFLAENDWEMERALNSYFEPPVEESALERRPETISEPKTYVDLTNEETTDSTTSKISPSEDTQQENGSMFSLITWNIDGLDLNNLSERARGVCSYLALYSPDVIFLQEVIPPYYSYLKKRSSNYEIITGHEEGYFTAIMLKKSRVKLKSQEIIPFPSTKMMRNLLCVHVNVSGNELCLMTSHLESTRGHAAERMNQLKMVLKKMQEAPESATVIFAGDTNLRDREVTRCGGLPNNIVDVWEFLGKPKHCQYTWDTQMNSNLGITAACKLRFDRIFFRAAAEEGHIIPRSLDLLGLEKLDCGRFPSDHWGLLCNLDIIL
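Material: recombinant human TDP2; quantity: TDP2 enzyme at 120 nM final; medium: Tris-HCl pH 7.5 with MgCl2; compound: single concentration, 12.8 µM nominal, with 1% DMSO; incubation: 2 h enzyme incubation at 37 °C; signal: epi absorbance; measure: percent inhibition; benchmarks: high control without enzyme, low control DMSO plus TDP2; repeats: singlicate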
ADAM10 inh – inhibits human ADAM10 | inhibition, % at 7 µM | 370,000 compounds, 0.62% hits | recombinant ADAM10, EDANS/DABCYL FRET peptide cleavage, 3 h | O14672;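 active means inhibition above a per-campaign cutoff equal to the mean of compounds falling between control-based bounds plus 3 SD, cut at about 20% in these data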;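 further: 0% = DMSO wells while the 100% control is not disclosed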
Tn7 DDE FP – inhibitors of Tn7 peptide binding to human fibrin DD(E) | AID 720508 | inhibition, % at 8.3 µM | 370,000 compounds, 0.13% hits | P02675 | FP displacement of FITC-Tn7 peptide from fibrin DD(E); 0% = median of compound wells per plate;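 active means inhibition above the mean of compounds falling within the control limits plus 3 SD of them, cut at about 14% in these data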;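 further: 0% = plate median of compound wells and 100% = 10 µM Aha-Tn7 peptide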
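Assay system: Human clot-derived fibrin DD(E) complex | Buffer or medium: Tris/NaCl/CaCl2 buffer, pH 7.8 | Repeats: One replicate per compound | Benchmarks: Aha-Tn7 high control | Measure: % inhibition scaled between sample-field median and high-control FP | Schedule: 10 min plus 3 h, room temperature | Signal: Fluorescence polarization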
Tn6 DDE FP – disrupts Tn6 cyclic peptide binding to fibrin D-Dimer-E complex; P02675; Fibrin DD(E) TRITC-Tn6 fluorescence polarization displacement; inhibition, % at 8.3 µM; 370,000 compounds, 0.21% hits;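 active means inhibition above a per-campaign cutoff: mean of compounds within control limits plus 3 SD, cut at about 15% in these data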;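 further: 0% = median of all compound wells on the plate and 100% = blocking peptide control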
ASAP1 inh – inhibitors of human ASAP1 ArfGAP activity | inhibition, % at 16.5 µM | Q9ULH1 | ASAP1-stimulated ARF1 GTP hydrolysis, GDP FP detection | 360,000 compounds, 0.19% hits | AID 624377; in the data active means inhibition above about 25%;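 further: 0% = vehicle with enzyme and substrate and 100% = no enzyme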
PLCg1 inh – blocks human PLC-gamma1 enzyme activity; purified PLC-gamma1, fluorogenic substrate, fluorescence; inhibition, % at 12.2 µM; 370,000 compounds, 0.84% hits; in the data active means inhibition above about 9.5%
ADAM17 inh – inhibits human ADAM17; recombinant ADAM17, EDANS/DABCYL FRET peptide cleavage; inhibition, % at 6.95 µM; 370,000 compounds, 0.83% hits;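 active means inhibition above the mean of compounds lying between control limits plus 3 SD, set per campaign, cut at about 8.5% in these data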;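 further: 0% = DMSO-only wells as the low control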
Target sequence (P78536 215-824 limits assumed): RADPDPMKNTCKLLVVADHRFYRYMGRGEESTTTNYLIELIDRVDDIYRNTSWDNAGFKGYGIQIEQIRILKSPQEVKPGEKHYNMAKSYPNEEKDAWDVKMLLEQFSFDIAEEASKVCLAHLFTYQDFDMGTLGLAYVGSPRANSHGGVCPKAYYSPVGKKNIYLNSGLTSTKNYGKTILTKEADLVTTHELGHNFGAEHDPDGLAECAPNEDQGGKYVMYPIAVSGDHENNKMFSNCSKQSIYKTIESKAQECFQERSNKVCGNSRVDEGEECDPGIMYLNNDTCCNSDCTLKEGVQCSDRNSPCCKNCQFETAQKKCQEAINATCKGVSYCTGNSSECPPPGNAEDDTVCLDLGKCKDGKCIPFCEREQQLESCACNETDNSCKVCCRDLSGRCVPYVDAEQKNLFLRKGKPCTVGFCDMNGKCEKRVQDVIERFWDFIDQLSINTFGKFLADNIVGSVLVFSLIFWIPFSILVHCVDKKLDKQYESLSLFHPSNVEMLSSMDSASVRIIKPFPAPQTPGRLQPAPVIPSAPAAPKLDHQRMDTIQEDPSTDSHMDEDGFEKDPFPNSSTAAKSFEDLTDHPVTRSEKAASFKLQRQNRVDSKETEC
PLCb3 inh – blocks human PLC-beta3 enzyme activity; inhibition, % at 12.2 µM; Q01970; Purified PLC-beta3, fluorogenic substrate, fluorescence; AID 720704; 370,000 compounds, 0.18% hits; in the data active means inhibition above about 11%;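 further: 0% = median of compound wells on plate and 100% = full blocker control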
Active calls of the source: *.

SMILES	SIAE primary	ARFGAP1 inh	TDP2 inh	ADAM10 inh	Tn7 DDE FP	Tn6 DDE FP	ASAP1 inh	PLCg1 inh	ADAM17 inh	PLCb3 inh
COc1ccc(C2c3cc4c(cc3OC(NNC(N)=O)C2C)OCO4)cc1 (stereo not given)	16.9	-8.5	1.5	-18.2	6.9	-2.6	13.6	-6.2	-2.9	-12.2
CC1(C(=O)NCc2ccccc2)CN(S(C)(=O)=O)CC(=O)N1Cc1cccc(C(F)(F)F)c1 (stereo not given)	4.0	-14.3	1.3	-9.1	-3.2	-1.1	14.4	1.3	-1.4	-0.9
CCCCNC(=O)Cn1cnc([N+](=O)[O-])n1	-0.1	3.1	-7.3	-1.8	-4.5	0.3	6.4	2.6	-0.7	5.1
COc1cc(O)c(C(CC(=O)N2CCOCC2)c2ccc3c(c2)OCO3)c(OC)c1 (stereo not given)	-1.6	5.8	1.4	7.0	-0.5	-1.0	10.0	-1.1	-2.4	2.4
CC(NC(=O)Cn1nc(-c2ccccc2)c2ccccc2c1=O)c1ccccc1 (stereo not given)	-1.4	-1.5	-9.4	-2.0	-1.9	3.3	4.8	0.9	-0.8	4.2
Cc1cc(C(F)(F)F)cc(NNC(=O)NC(=O)c2c(F)cccc2Cl)n1	-4.0	3.3	-7.4	0.6	2.9	-4.0	9.9	-0.6	-1.9	-7.1
CC1=NCCN1S(=O)(=O)c1ccccc1[N+](=O)[O-]	10.2	3.9	4.9	-0.8	-1.9	-2.0	7.8	4.6	-1.8	-10.8
C#CCN1C=CC(=O)[C@@H](OC(=O)Nc2ccc(C)cc2)[C@H]1c1ccccc1Br	5.5	8.6	6.1	-1.5	-5.8	3.9	4.2	-4.4	-1.6	-1.4
CN(c1ccccc1C(=O)Nc1ccccc1C(=O)NCc1ccco1)S(C)(=O)=O	0.4	5.4	-0.8	-5.7	2.1	-0.2	-2.4	-1.8	-5.4	-2.5
CCCc1cc(=O)[nH]c(SCc2cc(=O)oc3cc(C)c(C(C)C)cc23)n1	-1.4	-7.4	-20.6	-0.8	-2.9	0.5	-5.7	0.4	-1.1	3.6
CCn1c(CCNC(=O)c2cccs2)nnc1SCC(=O)Nc1cccc(Cl)c1	-0.7	4.5	-11.7	-29.5	4.5	-7.6	-8.8	-4.3	-9.1	-3.7
COc1ccc(NC(=O)C2CCN(S(=O)(=O)c3c(C)noc3C)CC2)cc1Cl	-4.8	9.0	-14.1	2.2	5.1	-5.1	-8.5	6.2	-5.2	-1.4
C/C(=N/NC(=O)c1ccoc1C)c1ccc(NC(=O)C2CCCC2)cc1	2.0	-3.6	-6.7	3.6	-12.8	-5.8	5.7	7.5	1.6	-0.5
Cc1cccn2c(=O)c(C(=O)NC3CCCCC3C)c(O)nc12 (stereo not given)	-5.1	9.9	5.3	-98.8	-3.6	4.2	0.7	-59.6	-29.3	-70.3
Cc1c(C#N)c(N=CN(C)C)c(C(=O)c2ccccc2)n1-c1ccc(Br)cc1	-3.5	10.7	-6.5	11.1	-4.5	-3.1	-1.2	5.2	-0.9	2.3

A draw from above in order of molar mass, smallest number first.
SMILES	SIAE primary	ARFGAP1 inh	TDP2 inh	ADAM10 inh	Tn7 DDE FP	Tn6 DDE FP	ASAP1 inh	PLCg1 inh	ADAM17 inh	PLCb3 inh
CC1=NCCN1S(=O)(=O)c1ccccc1[N+](=O)[O-]	10.2	3.9	4.9	-0.8	-1.9	-2.0	7.8	4.6	-1.8	-10.8
Cc1cccn2c(=O)c(C(=O)NC3CCCCC3C)c(O)nc12 (stereo not given)	-5.1	9.9	5.3	-98.8	-3.6	4.2	0.7	-59.6	-29.3	-70.3
COc1ccc(C2c3cc4c(cc3OC(NNC(N)=O)C2C)OCO4)cc1 (stereo not given)	16.9	-8.5	1.5	-18.2	6.9	-2.6	13.6	-6.2	-2.9	-12.2
CCCc1cc(=O)[nH]c(SCc2cc(=O)oc3cc(C)c(C(C)C)cc23)n1	-1.4	-7.4	-20.6	-0.8	-2.9	0.5	-5.7	0.4	-1.1	3.6
Cc1cc(C(F)(F)F)cc(NNC(=O)NC(=O)c2c(F)cccc2Cl)n1	-4.0	3.3	-7.4	0.6	2.9	-4.0	9.9	-0.6	-1.9	-7.1
COc1cc(O)c(C(CC(=O)N2CCOCC2)c2ccc3c(c2)OCO3)c(OC)c1 (stereo not given)	-1.6	5.8	1.4	7.0	-0.5	-1.0	10.0	-1.1	-2.4	2.4
C#CCN1C=CC(=O)[C@@H](OC(=O)Nc2ccc(C)cc2)[C@H]1c1ccccc1Br	5.5	8.6	6.1	-1.5	-5.8	3.9	4.2	-4.4	-1.6	-1.4
CCn1c(CCNC(=O)c2cccs2)nnc1SCC(=O)Nc1cccc(Cl)c1	-0.7	4.5	-11.7	-29.5	4.5	-7.6	-8.8	-4.3	-9.1	-3.7
CC1(C(=O)NCc2ccccc2)CN(S(C)(=O)=O)CC(=O)N1Cc1cccc(C(F)(F)F)c1 (stereo not given)	4.0	-14.3	1.3	-9.1	-3.2	-1.1	14.4	1.3	-1.4	-0.9

Next section:
SMILES	SIAE primary	ARFGAP1 inh	TDP2 inh	ADAM10 inh	Tn7 DDE FP	Tn6 DDE FP	ASAP1 inh	PLCg1 inh	ADAM17 inh	PLCb3 inh
CCCCCNC(=O)C(c1ccc(C#N)cc1)n1c(=O)c(-c2ccco2)nc2ccccc21 (stereo not given)	-4.2	-1.7	-3.0	-50.8	0.1	3.5	-8.8	-41.8	-13.9	-55.0
Cc1cccc(-n2nc3c(c2NC(=O)c2c(F)cccc2F)CS(=O)(=O)C3)c1C	3.7	-3.7	-12.7	-2.8	5.1	-2.7	-9.7	2.3	1.2	-5.5
CCCCN(CCCC)Cc1ccc(C(=O)NNC(=O)Nc2ccc(Cl)cc2)o1	-3.8	7.4	-1.6	4.9	1.5	6.2	-3.5	0.2	-1.0	-6.1
COc1ccc(/C=C(\C#N)C(=O)OCC(=O)Nc2ccc(-c3nc4ccc(C)cc4s3)cc2)cc1	-8.9	-8.1	23.1	-372.8	-0.6	1.1	6.2	-44.5	-127.6	-70.8
Cc1ccc(NC(=S)N(CCCN2CCC(C)CC2)Cc2ccco2)cc1	-1.7	4.3	-1.9	4.0	-1.7	-1.9	-0.3	0.9	-3.8	-2.7
O=C(CN1C(=O)C2CC=C(Cl)CC2C1=O)Nc1ccc(C(=O)O)cc1 (stereo not given)	2.6	-3.6	9.5	8.9	4.2	4.7	2.0	-7.9	2.8	-2.7
O=C(Nc1nc(-c2ccncc2)cs1)c1ccc(F)cc1	-0.1	-2.6	3.1	6.2	-0.1	-8.6	3.3	2.9	-0.7	2.2
O=C(/C=C\c1ccc2c(c1)OCO2)Nc1c2c(nn1-c1ccc(Cl)cc1)CSC2	-12.8	4.1	4.4	-15.4	5.1	-3.2	4.0	-45.6	-5.0	-65.2
O=C(CCc1ccccc1)NNC(=O)COc1ccc(Cl)cc1	-4.2	-10.7	8.6	-0.7	-0.3	-1.3	7.2	4.4	-2.5	-7.2
COc1cc(C(=O)N/N=C/c2ccc(OC(=O)c3ccccc3Cl)cc2)ccc1O	-15.2	16.2	-9.1	2.9	2.2	-11.1	11.5	3.0	-0.1	-4.6
CCOC1=C2[C@H](c3ccccc3F)N(S(=O)(=O)c3ccc(C)cc3)C[C@H]2n2c(=O)n(-c3ccccc3)c(=O)n2C1	-4.9	1.5	-11.8	-0.6	-2.5	-4.6	-3.5	2.5	-3.5	-0.5
CCOC(=O)C1(CCc2ccccc2)CCN(C(=O)C(C)n2cncn2)CC1 (stereo not given)	0.0	-9.7	-10.8	6.8	-6.7	3.4	-10.9	6.1	1.6	3.5
CCOC(=O)[C@H]1[C@H]2COc3ccc(C)cc3[C@@H]2N2C(=O)c3cc(C)ccc3NC(=O)[C@@]12C	-2.1	-1.3	-3.9	-9.9	1.1	2.1	8.2	-0.9	-5.0	-1.3
CN(Cc1ccn[nH]1)C(=O)C1CCC(=O)N(Cc2cccc(C(F)(F)F)c2)C1 (stereo not given)	1.5	-16.7	9.8	7.4	3.2	4.8	2.6	3.3	1.2	-2.3
CCOC(=O)CC(=O)Nc1ccsc1C(N)=O	0.6	1.6	-22.1	3.3	-3.3	10.0	-4.7	-0.1	1.2	-5.8
O=c1[nH]c(/C=C/c2ccccc2[N+](=O)[O-])nc2ccccc12	2.5	12.5	-2.4	-3.1	-0.6	1.5	-4.1	3.5	1.5	7.3
CC1=C(C)C(=O)N(CCC(=O)O)C1=O	3.3	7.0	-5.7	5.0	0.7	1.2	-4.3	1.9	0.7	5.1
OC[C@@H]1CN(Cc2cccc(C(F)(F)F)c2)C[C@H](n2cnc3c(NC4CC4)ncnc32)O1	-2.2	-0.2	9.2	-9.7	-6.7	3.8	8.0	-0.1	-5.0	1.3
CC(C)N1CCc2c(sc(NC(=O)c3cc4cc([N+](=O)[O-])ccc4s3)c2C(N)=O)C1	8.4	10.0	-0.3	-7.8	3.8	-10.3	-5.5	-12.7	-1.7	-13.5
O=C(CN1CCCC1)Nc1ccc(S(=O)(=O)N2CCCCC2)cc1	-4.5	-8.7	-1.8	8.0	-10.3	5.6	13.5	2.8	0.3	3.6
Cc1ccc(C)c(S(=O)(=O)N2CCCOC2CNC(=O)C(=O)NCc2ccc3c(c2)OCO3)c1 (stereo not given)	1.6	8.2	-2.6	-14.0	-3.6	1.8	2.3	-0.1	0.8	-4.8
CC(NC(=O)c1ccc([N+](=O)[O-])cc1[N+](=O)[O-])c1ccc(-c2ccccc2)cc1 (stereo not given)	-5.2	-2.2	-1.9	3.3	-1.8	-2.2	11.7	1.4	5.8	2.0
Nc1cc(N)nc(SCc2cccnc2)n1	11.2	-5.4	7.1	-7.9	2.1	-2.4	-1.2	-3.1	-4.2	-1.7
CCCCCN(C(=O)NC(=O)NCCCC)S(C)(=O)=O	1.4	-11.1	1.0	5.0	6.5	2.4	-1.9	0.3	-2.3	0.8
